Screening data (PubChem BioAssay)
rTrxR1 inhibitor: rat TrxR1 inhibition. recombinant rTrxR1, NADPH fluorescence consumption, selenite substrate. hit rate 1% among 390,000. Potency, µM (top dose mostly 114 µM), inactives show at the top dose activity change, negative = inhibition, usual class: inhibitors; note: % is set by controls: 0 for no effect and ±100 for the full control effect; nearly all actives have a fitted effect of over 65% in size
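Rat TrxR1 (90 nM in the dispensed reagent) was pre-reduced with 400 uM NADPH for 5 min at room temperature, then incubated with compound for 15 min. After 400 uM selenite was added, NADPH fluorescence (Ex 340/Em 450 nm) was followed for 8 min.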
RGS4 inh: human RGS4 inhibition. P49798. Transcreener GDP fluorescence polarization, RGS4-accelerated GTP hydrolysis. Potency, µM (top dose mostly 114 µM), for the others: top-dose activity change, negative = inhibition, usual class: inhibitors. hit rate 0.039% among 390,000. AID 504845; note: % is set by controls: 0 for no effect and ±100 for the full control effect; nearly all actives have a fitted effect of over 75% in size; some results filed as inactive show a strong effect at the top dose
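MLSMR compounds (23 nl, pin-transferred) preincubated 10 min at room temperature with a 500nM (2x) first reagent, then RGS4 at 900nM (2x) plus Transcreener GDP mix added; fluorescence polarization (620/688 nm) read before and after 90 min at 30 °C.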
ALOX12 inh: blocks human arachidonate 12S-lipoxygenase; P18054; purified 12hLO, xylenol orange hydroperoxide absorbance; Potency, µM (series often up to 108 µM), for inactives: at the top dose activity change, negative = inhibition, most hits filed as inhibitors; hit rate 1.1% among 580,000; note: % is set by controls: 0 for no effect and ±100 for the full control effect
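Purified human 12hLO (150 nM final) in 25 mM Hepes, 0.01% Triton X-100, pH 7.0 was preincubated 15 min at room temperature with compound. Then 40 uM arachidonic acid was added, 30 min. Hydroperoxide was read by Fe-XO absorbance ratio 573/405 nm.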
ERG Ets-DNA blk: inhibitors of human ERG Ets domain-DNA interaction; hit rate 0.028% among 370,000; Potency, µM (titrated, usually from 76.9 µM), for inactives: at the top dose FP activity, negative = inhibition, actives largely listed as inhibitors; AID 624246; P11308; fluorescence polarization, His-ERG Ets domain / labelled DNA; active = well fitted inhibition curve with a large enough effect in the polarisation, with a control signal flat; inconclusive = small, poorly fitted or top-dose-only effect, or effect the other way, or a change in a side signal; inactive = no such curve, though single readings can be large or run the other way; the % refers to the polarisation;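 note: polarization taken with two DNA probes labelled with fluorescein and Texas red; % of control where 0% means no effect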
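His-tagged ERG Ets domain (1 uM in the protein solution; 300mM KCl, 50mM Tris-HCl, 1mM EDTA, 1mM DTT, pH 7.5) received compound, then a probe mix of 5 nM fluorescein-DNA and 100nM Texas-615-DNA. Fluorescence polarization was read for both dyes.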
HP1b binding inh: blocks HP1-beta chromodomain binding to methylated histone tails | P83916 | AlphaScreen HP1-beta / biotin-H3K9me3 peptide binding | Potency, µM (highest dose often 114 µM), without a hit: at the top dose activity change, negative = inhibition, most hits filed as inhibitors | hit rate 0.56% among 390,000; note: nearly all actives have a fitted effect of over 70% in size; inactives centre near 23
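HP1-beta protein (50 nM final) preincubated 30 min at room temperature with biotinylated H3(1-18)K9me3 peptide (50 nM) in PBS pH 7.4, 0.01% Tween-20, then compound added for 30 min. AlphaScreen streptavidin donor/nickel chelate acceptor beads (10 ug/mL final), 30 min dark, luminescence read.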
Tb PGK inh: blocks T. brucei phosphoglycerate kinase; hit rate 0.043% among 380,000; AID 602233; PGK/GAPDH coupled, Kinase-Glo luminescence, 60 min; Potency, µM (doses to about 57.5 µM), without a hit: top-dose activity change, negative = inhibition, most hits filed as inhibitors; note: % is set by controls: 0 for no effect and ±100 for the full control effect; nearly all actives have a fitted effect of over 60% in size
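Luminescent ATP detection (Kinase-Glo Plus) follows a 60-minute room-temperature incubation, with wells lacking PGK as controls. Buffer: 100 mM TEA (pH 7.6), 5 mM MgCl2, 0.01% Tween-20. Coupling enzyme GAPDH (100 nM final) supplies unstable 1,3-BPG in-well.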
JMJD2A Tudor inh: blocks the human JMJD2A Tudor domain. AlphaScreen JMJD2A-Tudor / H3K4me3 peptide binding. hit rate 4.4% among 390,000. Potency, µM (titrated, usually from 114 µM), without a hit: at the top dose activity change, negative = inhibition, usual class: inhibitors. AID 504339. O75164; note: % is set by controls: 0 for no effect and ±100 for the full control effect; nearly all actives have a fitted effect of over 50% in size
Target sequence (O75164 whole entry, looked up, the tested form may be a part): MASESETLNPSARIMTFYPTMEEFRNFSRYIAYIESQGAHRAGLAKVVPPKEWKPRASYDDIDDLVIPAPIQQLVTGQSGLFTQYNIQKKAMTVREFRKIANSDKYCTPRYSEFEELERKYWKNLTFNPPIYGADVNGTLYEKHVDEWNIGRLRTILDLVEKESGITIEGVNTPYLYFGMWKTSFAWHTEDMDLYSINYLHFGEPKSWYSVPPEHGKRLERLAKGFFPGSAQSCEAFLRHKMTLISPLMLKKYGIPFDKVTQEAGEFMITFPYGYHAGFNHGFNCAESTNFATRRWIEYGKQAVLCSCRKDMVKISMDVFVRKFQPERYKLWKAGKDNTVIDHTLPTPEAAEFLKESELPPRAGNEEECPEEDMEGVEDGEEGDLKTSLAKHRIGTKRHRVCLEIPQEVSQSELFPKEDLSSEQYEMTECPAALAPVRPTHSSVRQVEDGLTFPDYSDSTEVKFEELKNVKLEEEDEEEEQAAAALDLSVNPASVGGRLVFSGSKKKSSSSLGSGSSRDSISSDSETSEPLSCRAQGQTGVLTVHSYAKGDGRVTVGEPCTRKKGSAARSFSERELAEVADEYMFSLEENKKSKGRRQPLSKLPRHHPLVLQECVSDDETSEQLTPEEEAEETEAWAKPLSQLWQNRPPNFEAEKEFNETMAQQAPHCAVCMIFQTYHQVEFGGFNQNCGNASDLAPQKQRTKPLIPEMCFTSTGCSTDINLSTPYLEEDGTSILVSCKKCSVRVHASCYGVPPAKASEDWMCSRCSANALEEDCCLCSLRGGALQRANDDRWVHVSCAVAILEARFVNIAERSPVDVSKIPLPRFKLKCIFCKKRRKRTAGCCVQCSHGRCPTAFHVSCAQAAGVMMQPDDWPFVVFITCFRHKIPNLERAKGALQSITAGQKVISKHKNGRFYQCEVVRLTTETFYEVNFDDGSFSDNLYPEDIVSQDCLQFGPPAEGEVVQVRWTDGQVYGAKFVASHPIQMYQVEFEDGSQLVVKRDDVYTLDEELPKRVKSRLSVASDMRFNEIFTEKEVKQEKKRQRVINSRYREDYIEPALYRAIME
Pin1 inhibitor: human Pin1 inhibition. Q13526. Pin1 FP peptide displacement, HiFluor488, 10 min. Potency, µM (series often up to 115 µM), without a hit: at the top dose activity, negative = inhibition, most hits filed as inhibitors. hit rate 0.009% among 390,000. AID 504891; active = well fitted inhibition curve with a large enough effect in the polarisation, with a control signal flat, not every such curve was filed as active; inconclusive = small, poorly fitted or top-dose-only effect, or effect the other way, or a change in a side signal; inactive = no such curve, though single readings can be large or run the other way; the % refers to the polarisation; note: % is set by controls: 0 for no effect and ±100 for the full control effect
GLS inh: inhibitors of human glutaminase (GLS); hit rate 0.21% among 410,000; GLS enzymatic activity, qHTS titration; O94925; Potency, µM (top dose mostly 45.5 µM), inactives show top-dose activity change, negative = inhibition, most hits filed as inhibitors; note: % is set by controls: 0 for no effect and ±100 for the full control effect
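hKGA in 45 mM KH2PO4 (pH 8.2), 0.02% Tween-20 with compound, then 1mM L-Glutamine (stock as added) plus glutamate oxidase/HRP/Amplex red coupling mix. Fluorescence read initially and after 30 min at RT; signal change reflects glutamate formation.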
Active calls of the source: *; i = inactive; ? = inconclusive; . = not tested or not shown; & = joins results of further samples; [ ] = dose if it differs, or a comment. Unless noted, calls come from the whole dose curve; as a rule, active = well fitted curve in the direction sought with a large enough effect; inconclusive = small, poorly fitted or top-dose-only effect, or another doubt; inactive = no such curve, though single readings can be large; an effect the other way counts as inactive or inconclusive. Potency is the fitted concentration of half-maximal effect.

no. | Compound | rTrxR1 inhibitor | RGS4 inh | ALOX12 inh | ERG Ets-DNA blk | HP1b binding inh
1 | CCC(C)(C)C1CCC2(CC1)NC(=O)N(CC(=O)N(C)CCOc1ccc(Cl)cc1)C2=O (centres undefined) | -1% | -1% | 0% | -10% | 24%
2 | OC(COCc1ccc(Cl)cc1)CN1CCN(CC(O)COCc2ccc(Cl)cc2)CC1 (centres undefined) | 15% | 17% | -29% | -14% | 26%
3 | COc1cccc(C(=O)NNC(=O)c2cccc(F)c2)c1 | 13%[57.1 µM] | -16% | 14% | -5% | 70%[activator]
4 | Cc1ccc(C)c(NC(=O)Cn2c(=O)n(Cc3ccco3)c(=O)c3ccc(C(=O)NC4CCCC4)cc32)c1 | 18% | -14% | -24% | 0% | 2%
5 | N#Cc1ccc(C23OCCN2CCn2nc4ccccc4c23)cc1 (centres undefined) | 7% | 11% | -18% | -6% | 38%
6 | COc1ccc(C2CC(=O)N3CN(C4CCCCC4)CSC3=C2C#N)cc1 (centres undefined) | ? | ? | ? | 2% | ?
7 | CN(C)S(=O)(=O)N1CCC(Oc2cccc(C(=O)NC3CCOC3)c2)CC1 (centres undefined) | -11% | -18% | -42% | -9% | 19%
8 | Cc1ccc(C)c(NC(=O)c2cc(S(=O)(=O)NCc3ccccc3)ccc2F)c1 | -16%[57.1 µM] | 27% | -27% | -2% | 17%

no. | Tb PGK inh | JMJD2A Tudor inh | Pin1 inhibitor | GLS inh
1 | -1% | -10% | 2% | -2%
2 | -5% | -2% | -2% | ?
3 | -7% | -1% | 2% | -26%
4 | -5% | -16% | ? | -5%
5 | 7% | -17% | 4% | 1%
6 | -6% | 7.1µM* | -21% | 10%
7 | -7% | -3% | -3% | -8%
8 | 4% | -9% | 5% | -11%

(listing goes on)
no. | Compound | rTrxR1 inhibitor | RGS4 inh | ALOX12 inh | ERG Ets-DNA blk | HP1b binding inh
9 | CC1(C)C(=O)Nc2ccccc2N1C(=O)COC(=O)c1ccc(NC(N)=O)cc1 | 46%[57.1 µM] | -17% | . | -3% | 9%
10 | O=C(COC(=O)/C=C/c1ccc([N+](=O)[O-])cc1)NCc1ccccc1 | 7% | 7% | 16% | -14% | 35%
11 | Cc1ccc(S(=O)(=O)N(CCCN(C)C)Cc2ccc3c(c2)OCO3)cc1 | 10% | 11% | 0% | 8% | 46%[activator]
12 | CCC(C)[C@H](NC(=O)NCc1ccc(OC)c(OC)c1)C(=O)O (some centres undefined) | 5% | -8% | 0% | -27% | 19%[57 µM]
13 | O=C1CC2(CON=C2c2ccc(F)cc2)C(=O)N1c1ccc(F)cc1 (centres undefined) | -13% | 2% | 8% | 7% | 8%
14 | CCOC(=O)c1cnc(SC)nc1Sc1ccccc1Cl | 10%[57.1 µM] | -7% | 16% | 4% | 216%[activator]
15 | Cc1cc(/C=C2\SC(=O)NC2=O)c(C)n1-c1ccc(N(C)C)cc1 | 5%[57.1 µM] | 9% | -13% | -5% | 2%
16 | O=C(Nc1ccc(N2CCOCC2)cc1N1CCOCC1)c1ccc([N+](=O)[O-])cc1Cl | 3% | -38% | -17% | 1% | -16%

no. | Tb PGK inh | JMJD2A Tudor inh | Pin1 inhibitor | GLS inh
9 | -11% | -20% | -8% | 6%
10 | 7% | 8%[57.1 µM] | 0% | 0%
11 | -8% | -11% | -1% | 6%
12 | i | -1% | 2% | 0%
13 | i | -17% | -1% | 4%
14 | -13% | 89%[activator] | 5% | -1%
15 | 1% | -16% | -1% | 5%
16 | -5% | -26% | -2% | 6%

Gathered by group: the compounds so far with a Cl atom (4)
no. | Compound | rTrxR1 inhibitor | RGS4 inh | ALOX12 inh | ERG Ets-DNA blk | HP1b binding inh
1 | CCC(C)(C)C1CCC2(CC1)NC(=O)N(CC(=O)N(C)CCOc1ccc(Cl)cc1)C2=O (centres undefined) | -1% | -1% | 0% | -10% | 24%
2 | OC(COCc1ccc(Cl)cc1)CN1CCN(CC(O)COCc2ccc(Cl)cc2)CC1 (centres undefined) | 15% | 17% | -29% | -14% | 26%
14 | CCOC(=O)c1cnc(SC)nc1Sc1ccccc1Cl | 10%[57.1 µM] | -7% | 16% | 4% | 216%[activator]
16 | O=C(Nc1ccc(N2CCOCC2)cc1N1CCOCC1)c1ccc([N+](=O)[O-])cc1Cl | 3% | -38% | -17% | 1% | -16%

no. | Tb PGK inh | JMJD2A Tudor inh | Pin1 inhibitor | GLS inh
1 | -1% | -10% | 2% | -2%
2 | -5% | -2% | -2% | ?
14 | -13% | 89%[activator] | 5% | -1%
16 | -5% | -26% | -2% | 6%

Back to the main list with the 2 entries that preceded the break.
no. | Compound | rTrxR1 inhibitor | RGS4 inh | ALOX12 inh | ERG Ets-DNA blk | HP1b binding inh
15 | Cc1cc(/C=C2\SC(=O)NC2=O)c(C)n1-c1ccc(N(C)C)cc1 | 5%[57.1 µM] | 9% | -13% | -5% | 2%
16 | O=C(Nc1ccc(N2CCOCC2)cc1N1CCOCC1)c1ccc([N+](=O)[O-])cc1Cl | 3% | -38% | -17% | 1% | -16%
17 | CCOc1ccc(CCNC(=O)CSC(=S)N2CCCC2)cc1OCC | 23% | ? | -35% | 2% | -5%
18 | COC(=O)c1ccccc1NC(=O)Cn1c(=O)n(-c2cccc(OC)c2)c(=O)c2c(C)c(C(=O)N(C)C)sc21 | 16%[57.1 µM] | -22% | -13% | 0% | 70%[activator]
19 | O=C(CC1SCCNC1=O)Nc1cc(Cl)cc(Cl)c1 (centres undefined) | 8%[57.1 µM] | -18% | ? | -2% | 23%
20 | COc1ccc(NC(=O)CN(C)C(=O)C2CSC3(C)CCC(=O)N23)cc1 (centres undefined) | -1% | -21% | 8% | 0% | 40%[activator]
21 | Oc1ccc(-c2nnc(-c3ccc(O)cc3)nn2)cc1 | 6%[57.1 µM] | -7%[11.4 µM] | 0% | 3% | 9%
22 | COc1ccc(OC)c(CNc2ccc(F)c(Cl)c2)c1 | 12% | -2% | -26% | -6% | -4%
23 | Nc1ccc(Cl)c(-c2nc3ncccc3o2)c1 | -9% | 22% | i | 6% | 21%
24 | CCOC(=O)c1nn(-c2ccccc2C)c(=O)cc1OCC(=O)Nc1cccc(OC)c1 | 13% | -43% | -2% | -2% | 42%[activator]

no. | Tb PGK inh | JMJD2A Tudor inh | Pin1 inhibitor | GLS inh
15 | 1% | -16% | -1% | 5%
16 | -5% | -26% | -2% | 6%
17 | -1% | ? | -10% | 15%
18 | -4% | -26% | -5% | -1%
19 | -6% | -14% | -12% | 7%
20 | 6% | -4% | -5% | 0%
21 | i | -13%[57.1 µM] | -2% | -25%
22 | . | ? | ? | 13%
23 | -8% | -7% | 5% | 8%
24 | -1% | -9% | 0% | -2%

Following part.
no. | Compound | rTrxR1 inhibitor | RGS4 inh | ALOX12 inh | ERG Ets-DNA blk | HP1b binding inh
25 | O=C(O)c1ccccc1NCc1ccco1 | 16%[57.1 µM] | 14% | 2% | 10% | 13%
26 | Cc1cc(C(=O)CCl)c(C)n1CCc1ccccc1 | ? | ? | -28% | -5% | ?
27 | CCOc1cccc(C(=O)Nc2ccc(N(CC)CC)cc2)c1 | -6% | 13% | -35% | -2% | ?
28 | CCCCNC(=O)c1cn(CC)c2ccc(S(=O)(=O)N3CCCC3)cc2c1=O | 4% | 39% | -23% | 1% | 22%
29 | Cc1cc(C)cc(NC(=O)NCC2CCN(Cc3cc(C)ccc3C)CC2)c1 | -8%&-5% | 3%&-10% | ? | -7%&-5% | 23%&18%
30 | COC(=O)C(C)n1nc(C)n(-c2ccc(C)cc2)c1=O (centres undefined) | -3%[57.1 µM] | 7% | -5% | 3% | 23%
31 | S=C(Nc1cccc(Cl)c1)NC1CCCCC1 | 3% | 7% | -25% | 7% | 49%[activator]
32 | Cc1nc(NC(=O)c2ccco2)sc1C(=O)Nc1ccc(Br)cc1 | 8% | -39% | . | . | 24%
33 | CC(C)Cn1c(SCC#N)nc2ccccc2c1=O | -2%&3% | 8%[11.4 µM] | 0% | -8% | 34%
34 | COc1cccc(N(C(=O)CNC(=O)c2ccco2)C(C(=O)NC2CCCCC2)c2ccncc2)c1 (centres undefined) | 6% | -13% | 0% | -2% | 47%[activator]

no. | Tb PGK inh | JMJD2A Tudor inh | Pin1 inhibitor | GLS inh
25 | -4% | -11% | 0% | 4%
26 | -1% | 45µM* | -3% | -2%
27 | 0% | 25µM* | 2% | 57%[activator]
28 | 6% | 1% | -8% | 2%
29 | -7%&-4% | -9%&-4% | 6%&5% | -14%&7%
30 | 1% | -14% | 1% | -1%
31 | -1% | -4% | -5% | -2%
32 | . | -14% | 20% | 8%
33 | -1% | -2%[11.4 µM] | -7%&8% | -17%
34 | 2% | -9% | -3% | -26%

Only part of the results is shown; count on the stated rates, not on these rows.
